PME-1 inh: PME-1 (human) inhibition; 0.53% of 320,000 active; recombinant PME-1, FP-Rh probe fluorescence polarization; inhibition, % at 5.9 µM;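 active = inhibition above the campaign mean of all compounds plus 3 SD, cut at about 26% in these data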;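 note: competitive labeling of PME-1 active site by serine hydrolase directed probe; 0% = PME-1 with DMSO and 100% = wells lacking PME-1 enzyme; inhibitors block probe labeling so polarization falls and inhibition rises; many of its hits are not listed in these tables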
PAFAH1B2 FP inh: inhibitors of human PAFAH1B2. 1.2% of 340,000 active. recombinant PAFAH1B2, FP-rhodamine activity probe, fluorescence polarization. inhibition, % at 3.39 µM;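 active = inhibition above the mean of all tested compounds plus 3 SD, cut at about 24% in these data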;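 note: 0% = enzyme with DMSO and 100% = wells lacking PAFAH1B2; many of its hits are not listed in these tables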
pPAFAH FP inh: inhibitors of human plasma PAF acetylhydrolase (pPAFAH); Q13093; recombinant pPAFAH, FP-rhodamine probe fluorescence polarization; inhibition, % at 3.39 µM; 1.5% of 330,000 active;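 active = inhibition above the mean inhibition across the screen plus 3 SD, cut at about 25% in these data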;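 note: inhibitors block binding of the rhodamine activity-based probe so polarization drops; 0% = enzyme with DMSO and 100% = wells lacking pPAFAH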
Target sequence (Q13093 whole entry, looked up): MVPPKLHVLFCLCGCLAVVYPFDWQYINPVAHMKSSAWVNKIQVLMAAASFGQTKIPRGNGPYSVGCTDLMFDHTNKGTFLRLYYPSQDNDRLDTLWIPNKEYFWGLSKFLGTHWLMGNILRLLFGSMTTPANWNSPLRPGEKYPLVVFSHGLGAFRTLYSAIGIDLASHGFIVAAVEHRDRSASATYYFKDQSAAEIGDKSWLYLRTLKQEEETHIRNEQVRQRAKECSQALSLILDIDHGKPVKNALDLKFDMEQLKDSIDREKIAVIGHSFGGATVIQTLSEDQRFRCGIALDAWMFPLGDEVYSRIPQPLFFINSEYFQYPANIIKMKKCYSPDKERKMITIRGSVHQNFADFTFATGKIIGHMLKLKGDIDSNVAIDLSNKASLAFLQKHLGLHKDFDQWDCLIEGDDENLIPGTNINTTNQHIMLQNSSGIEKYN
GSTO1 counter: GSTO1 inhibition, counter-screen for RBBP9 inhibitors. P78417. recombinant GSTO1, activity-based probe fluorescence polarization. inhibition, % at 5.96 µM. 1.1% of 300,000 active. AID 1974;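 active = inhibition above the campaign mean inhibition plus 3 SD, cut at about 35% in these data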;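 note: 0% = GSTO1-1 with DMSO and 100% = wells lacking GSTO1-1 enzyme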
PAD4 FP inh: PAD4 (human) enzyme inhibition. AID 485272. inhibition, % at 6.36 µM. recombinant PAD4, RCA probe fluorescence polarization. Q9UM07. 0.41% of 330,000 active;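 active = percent inhibition above a cutoff equal to the mean of all tested compounds plus 3 SD, cut at about 15% in these data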;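 note: 0% = PAD4 with RCA probe and DMSO and 100% = probe without PAD4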
LYPLA2 inh: blocks human lysophospholipase 2, a PME1 counter-screen; O95372; recombinant LYPLA2, FP-Rh probe fluorescence polarization; inhibition, % at 5.9 µM; 0.38% of 320,000 active;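 active = inhibition above the screen-wide mean plus 3 SD, limit set per campaign, cut at about 26% in these data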;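 note: 0% = LYPLA2 with DMSO and 100% = wells lacking LYPLA2 enzyme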
Target sequence (O95372 whole entry, looked up): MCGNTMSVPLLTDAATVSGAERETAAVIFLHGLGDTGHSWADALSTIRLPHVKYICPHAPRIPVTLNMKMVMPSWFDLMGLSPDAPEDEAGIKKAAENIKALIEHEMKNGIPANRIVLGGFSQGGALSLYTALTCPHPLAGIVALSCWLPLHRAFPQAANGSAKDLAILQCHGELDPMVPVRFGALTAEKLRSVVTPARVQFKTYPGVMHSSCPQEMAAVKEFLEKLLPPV
LYPLA1 counter: LYPLA1 (human) inhibition in PME1 counter-screen; O75608; recombinant LYPLA1, FP-Rh probe fluorescence polarization; AID 2174; 0.16% of 320,000 active; inhibition, % at 5.9 µM;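 active = inhibition above the mean of all tested compounds plus 3 SD, set per campaign, cut at about 14% in these data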;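 note: inhibitors block serine hydrolase probe labeling of LYPLA1 so polarization falls; 0% = enzyme with DMSO and 100% = wells lacking LYPLA1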
Target sequence (O75608 whole entry, looked up): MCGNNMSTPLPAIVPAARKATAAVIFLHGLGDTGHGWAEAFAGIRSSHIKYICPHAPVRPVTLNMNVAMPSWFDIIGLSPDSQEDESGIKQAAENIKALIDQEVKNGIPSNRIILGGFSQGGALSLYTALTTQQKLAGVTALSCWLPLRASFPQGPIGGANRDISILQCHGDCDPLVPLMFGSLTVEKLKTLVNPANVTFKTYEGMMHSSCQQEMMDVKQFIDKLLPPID
PREPL inh: inhibitors of human prolyl oligopeptidase-like enzyme PREPL | 0.68% of 320,000 active | Q4J6C6 | recombinant PREPL, fluorescence polarization activity-based probe | inhibition, % at 5.96 µM | AID 2751; in the data active = inhibition above about 43%;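 note: 0% = enzyme with DMSO and 100% = wells lacking enzyme; many of its hits are not listed in these tables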
PAFAH1B3 inh: PAFAH1B3 (human) inhibition. recombinant PAFAH1B3, FP-rhodamine probe, fluorescence polarization. inhibition, % at 3.39 µM. 0.28% of 340,000 active. Q15102;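 active = inhibition above the screen-wide average of all tested compounds plus 3 SD, cut at about 25% in these data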;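 note: 0% = enzyme with DMSO only and 100% = wells lacking PAFAH1B3 protein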
* hit, by the source's call; / = not tested or not shown. Only part of the results is shown, so the mix of outcomes need not match the whole.

SMILES	PME-1 inh	PAFAH1B2 FP inh	pPAFAH FP inh	GSTO1 counter	PAD4 FP inh	LYPLA2 inh	LYPLA1 counter	PREPL inh	PAFAH1B3 inh
COc1cc(OC)cc(C(=O)OCC(=O)c2cc(C)n(CC3CCCO3)c2C)c1 (configuration not stated)	-2	-1	0	/	-3	0	-1	-3	-8
Cn1c(CN2CCOCC2)nnc1SCC(=O)NCCc1ccccc1	1	7	6	7	0	0	2	9	4
CSCCC(NC(=O)c1ccccc1Br)C(=O)Nc1ccc(C)cc1 (configuration not stated)	9	9	4	3	-5	5	1	9	-3
CCn1c(Oc2ccccc2)nc2c1c(=O)n(C)c(=O)n2C	3	0	0	2	-1	5	1	3	3
CC(C)C(C(=O)NC1=NCCS1)c1ccc(Cl)cc1 (configuration not stated)	3	8	4	4	2	-1	3	-3	3
COn1c(=O)c(-c2ccc(Cl)cc2)[n+]([O-])c2ccccc21	5	2	8	-6	-3	-2	1	-4	8
COc1ccccc1C(=O)Nc1cc2c(cc1C(=O)O)OCCCO2	-1	-2	1	-15	1	-2	-1	-6	1
CC(=O)c1ccc(NC(=O)C2CC(=O)Nc3nc4ccccc4n32)cc1 (configuration not stated)	-1	2	-5	1	4	-9	-6	-3	11
O=C(C[C@@H]1C/C=C/CCCC(=O)O[C@H](c2ccccc2)CNC1=O)NCCO	/	6	1	/	5	/	/	6	6
CCC(CC)NC(=O)CCCSc1nc2ccccc2[nH]1	-4	-2	6	2	-5	6	1	-2	7
O=C(C1CCC1)N1CCN(c2ccccc2)CC1	0	2	4	1	-5	1	3	-3	8
COc1ccc(CC(=O)OCC(=O)Nc2c(C)n(C)n(-c3ccccc3)c2=O)cc1	-4	-1	9	11	-1	5	4	7	6
O=C(O)CCC(=O)N1N=C(c2ccc(Br)cc2)CC1c1ccc(Br)cc1 (configuration not stated)	6	1	1	-5	1	-2	0	17	4
C/C(=N\N=C(N)N)c1ccc(Cl)cc1	1	3	1	-2	0	-7	-2	-4	6
O=C(CN(Cc1cccs1)C(=O)CSc1nnc(COc2ccccc2)o1)NC1CCCCC1	-5	0	2	0	-7	-7	-1	9	-1
Cc1ccc(-c2nc(C)sc2CC(=O)O)cc1	-6	0	4	0	-6	4	5	17	-5
COc1ccccc1/C=C(/C(=O)OCC(=O)N(C)Cc1ccccc1)c1ccccc1	-2	-3	7	2	-2	7	4	3	2
COc1cccc(NC(=O)NCCN2CCCCC2)c1	0	-2	4	1	-1	7	-1	0	6
CC1CC(C)(C)NC(=S)N1CC(=O)NCc1ccc(Cl)cc1 (configuration not stated)	-1	-5	2	-3	2	-2	1	-3	4
CCOc1cc(S(=O)(=O)N2CCN(S(=O)(=O)CC)CC2)c(OCC)cc1-n1cnnn1	-3	-1	4	2	-3	4	2	5	4
CCN(CC(=O)NCc1ccc(F)cc1)CC(O)COCc1cccc(OC)c1 (configuration not stated)	-3	1	3	1	0	0	3	4	-4
Cc1cc[n+]2c3c(cccc13)CCC2	0	2	-1	3	4	-4	0	18	8
CCc1ccc(NC(=O)CN(c2ccccc2)S(=O)(=O)N(C)C)cc1	-3	-3	7	2	-3	2	-1	-15	4
FC(F)(F)c1cccc(-c2nc3nc(Cl)c(Cl)nc3[nH]2)c1	-19	5	-6	-111	0	2	-5	8	17
COc1ccc([N+](=O)[O-])cc1NC(=O)c1cn(-c2ccc(C)c(C)c2)c(=O)c2ccccc12	-3	6	5	-3	1	0	-2	2	2
COc1ccccc1C(=O)OCCNC(=O)Cn1cnc2c1c(=O)n(C)c(=O)n2C	-6	4	-2	0	-4	-6	-3	6	4
O=C(O)c1ccc(-n2nnnc2Oc2cccc3cccnc23)cc1	2	3	-7	-1	-4	-1	0	-10	2
Cc1ccc(NC(=O)c2nnn(-c3cc(C)cc(C)c3)c2N)cc1	-6	1	-2	-7	-2	7	-9	8	6
Cc1cc(C)c(NC(=O)c2cc(C(=O)O)ccc2C(=O)O)c([N+](=O)[O-])c1	-5	-3	-8	8	-6	-9	-6	4	7
CCOc1cc(S(=O)(=O)NCC2CCCO2)ccc1F (configuration not stated)	1	0	5	6	0	-4	-2	8	7
COc1ccc(OC)c(NC(=O)CS(=O)(=O)c2cn(CC(=O)N3CCOCC3)c3ccccc23)c1	-3	-2	0	2	-1	-2	-1	0	7
O=S(=O)(c1ccc(F)cc1)N1CCN(C(=S)NCCc2ccccc2)CC1	-2	24*	5	-5	-7	2	-5	6	3
Cc1ccc(N2CCN(CCc3nc4cc(NS(C)(=O)=O)ccc4n3C)CC2)cc1	-4	2	-1	4	-1	11	2	16	4
Cc1ccc(C(=O)NCC(=O)NCC(c2cccs2)N2CCOCC2)cc1 (configuration not stated)	2	8	-3	/	-2	-1	-2	6	2
Cc1ccc(CNC(=O)CN(C(=O)C2(C)CC(=O)N=C3C=CC=CN32)c2ccccc2)cc1 (configuration not stated)	-51	0	9	-2	7	2	0	27	3
CCOc1c(S(=O)(=O)NC2CC(C)(C)NC(C)(C)C2)ccc(Cl)c1Cl	4	-4	1	5	-18	-9	-1	3	-6

13 compounds out of the list, ordered by formula weight, falling:
SMILES	PME-1 inh	PAFAH1B2 FP inh	pPAFAH FP inh	GSTO1 counter	PAD4 FP inh	LYPLA2 inh	LYPLA1 counter	PREPL inh	PAFAH1B3 inh
CCOc1cc(S(=O)(=O)N2CCN(S(=O)(=O)CC)CC2)c(OCC)cc1-n1cnnn1	-3	-1	4	2	-3	4	2	5	4
COc1ccc([N+](=O)[O-])cc1NC(=O)c1cn(-c2ccc(C)c(C)c2)c(=O)c2ccccc12	-3	6	5	-3	1	0	-2	2	2
COc1ccccc1C(=O)OCCNC(=O)Cn1cnc2c1c(=O)n(C)c(=O)n2C	-6	4	-2	0	-4	-6	-3	6	4
COc1ccc(CC(=O)OCC(=O)Nc2c(C)n(C)n(-c3ccccc3)c2=O)cc1	-4	-1	9	11	-1	5	4	7	6
O=S(=O)(c1ccc(F)cc1)N1CCN(C(=S)NCCc2ccccc2)CC1	-2	24*	5	-5	-7	2	-5	6	3
CCN(CC(=O)NCc1ccc(F)cc1)CC(O)COCc1cccc(OC)c1 (configuration not stated)	-3	1	3	1	0	0	3	4	-4
Cc1ccc(C(=O)NCC(=O)NCC(c2cccs2)N2CCOCC2)cc1 (configuration not stated)	2	8	-3	/	-2	-1	-2	6	2
CCc1ccc(NC(=O)CN(c2ccccc2)S(=O)(=O)N(C)C)cc1	-3	-3	7	2	-3	2	-1	-15	4
CC1CC(C)(C)NC(=S)N1CC(=O)NCc1ccc(Cl)cc1 (configuration not stated)	-1	-5	2	-3	2	-2	1	-3	4
O=C(O)c1ccc(-n2nnnc2Oc2cccc3cccnc23)cc1	2	3	-7	-1	-4	-1	0	-10	2
CCC(CC)NC(=O)CCCSc1nc2ccccc2[nH]1	-4	-2	6	2	-5	6	1	-2	7
O=C(C1CCC1)N1CCN(c2ccccc2)CC1	0	2	4	1	-5	1	3	-3	8
C/C(=N\N=C(N)N)c1ccc(Cl)cc1	1	3	1	-2	0	-7	-2	-4	6

(listing goes on)
SMILES	PME-1 inh	PAFAH1B2 FP inh	pPAFAH FP inh	GSTO1 counter	PAD4 FP inh	LYPLA2 inh	LYPLA1 counter	PREPL inh	PAFAH1B3 inh
CCCn1c(SC(C(=O)Nc2cc(C)ccc2OC)c2ccccc2)nc2ccccc2c1=O (configuration not stated)	-4	-3	-3	-3	-4	7	2	-7	-6
CCOC(=O)c1ccc(NC(=O)C23CCC(C)(C(=O)O2)C3(C)C)cc1 (configuration not stated)	0	3	0	1	-2	5	0	0	5
COc1ccc(NC2CCCN(C(=O)CN3CCOC3=O)C2)cc1OC (configuration not stated)	5	4	0	1	-3	-2	7	-3	2
COCC(=O)NC1CC2CCC(C1)N2C(=S)Nc1ccccc1C(=O)OC (configuration not stated)	-6	0	4	7	4	9	4	21	7
CCOC(=O)CC1=CC(=O)Nc2ccccc2N1	1	1	-1	16	6	-1	-4	-1	0
COc1ccc(CCNC2CC(=O)N(C)C2=O)cc1OC (configuration not stated)	7	0	3	1	-2	5	2	1	1
COc1cccc(C2C(C(=O)c3cc4ccccc4o3)=C(O)C(=O)N2CCN(C)C)c1OC (configuration not stated)	4	4	-1	-1	1	1	-2	2	4
COc1ccc(N(CC(=O)NC2CCCCC2)C(=O)CCC(=O)Nc2nc(C)cs2)cc1OC	0	0	10	4	-1	-1	-4	8	-1
C=CCNc1nc(N)c([N+](=O)[O-])c(NC2CCCCC2)n1	-5	10	8	-15	-6	3	5	-6	6
CC(=O)OCC(=O)NCc1ccc2c(c1)OCO2	3	0	4	15	2	1	-1	0	4
COc1ccc(C(=O)c2c[nH]c(C(=O)NCCCn3ccnc3)c2)cc1	-3	-1	1	10	-4	-1	-3	1	5
CCOc1ccc(NC2=NCC(=O)N2Cc2cccs2)cc1	6	0	0	-4	6	13	3	4	8
Cc1ccc(-c2cc(-c3cccs3)[nH]n2)c(O)c1	0	2	-6	-5	-5	-4	-4	-3	2
O=C(Cn1nnc2ccccc2c1=O)Nc1ccc(S(=O)(=O)N2CCOCC2)cc1	-4	2	-6	1	-3	-2	-4	-2	6
COc1ccc2c(c1)[nH]c1c(Cl)ncnc12	0	1	4	-3	-2	2	-1	2	-3
CCN(CC)C(=O)c1ccc(Nc2nnc(C)c3ccccc23)cc1	4	-2	4	-2	-2	1	0	3	11
CCOC(=O)c1c(C)[nH]c(C)c1C(=O)COC(=O)Cc1ccc(OC)c(OC)c1	/	3	1	/	2	/	/	-1	2
Cc1cccc(OCCC(=O)Nc2nnc(C)s2)c1	2	3	-3	2	2	2	2	-9	2
COc1ccc(CCNC(=O)c2cc(S(=O)(=O)N3CCOCC3)cn2C)cc1OC	6	-2	-1	1	-6	0	2	2	0
CC(C)(C)C(=O)N1CCN(c2nc3ccccc3s2)CC1	-3	1	3	-2	-3	-6	-2	0	1
CCOC(=O)C1(CCCc2ccccc2)CCN(S(=O)(=O)N(C)C)CC1	4	4	4	-5	1	3	3	-3	14
Cc1ccc(S(=O)(=O)Nc2ccc(C(=O)Nc3cc(C)on3)cc2)cc1	4	6	23	2	1	0	2	2	0
CC(C)N(C(=O)[C@H]1C[C@H](CC(=O)NC(C)(C)C)C(=O)N2CCc3c([nH]c4cc(-c5ccco5)ccc34)[C@]12C)C(C)C	/	6	5	/	2	/	/	/	8
CC(C)(C)NC(=O)N1CCN(S(=O)(=O)c2ccc3c(c2)CCC3)CC1	8	4	-6	/	-4	1	3	5	4
COc1ccc(CCNC(=O)CSCc2c(F)cccc2Cl)cc1OC	-2	2	0	7	-1	-5	0	8	4
